Bioassay records: PubChem BioAssay, Broad Institute
Xi reactivation = X-chromosome reactivation activator; XiGFP mouse fibroblasts, % GFP-positive cells imaging, 3 d; cells co-treated with 5-aza-dC sensitizer; scaled so ellipticine positive control = 100%; activation, % at 7.58 µM; hit rate 0.055% among 360,000; AID 743238;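 active means mean normalized replicate activation at least 10% and every replicate at or above 10%; inconclusive means only one of the two criteria met; inactive means mean below 10% and not all replicates reach 10%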;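 further: 0% = median of on-plate neutral control wells and 100% = ellipticine 6 µM median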
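System: SV40-immortalized XiGFP fibroblast cells, line 68-5-11 / Incubation: 3-day compound exposure, then 15 min fixation at room temperature / Compound: single concentration per compound, delivered by pin transfer / Buffer or medium: DMEM plus 5-aza-dC sensitizer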
RAD54 inh = inhibitors of human RAD54 branch migration | Q92698 | RAD54 Holliday junction branch migration, FAM/BHQ fluorescence | inhibition, % at 10.4 µM | hit rate 0.14% among 360,000 | AID 602329;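 active means mean normalized replicate activity at least 40 and at least half of replicates scoring 40 or more; inconclusive means only one of the two criteria met; inactive means mean below 40 and under half of replicates reaching 40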;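 further: 0% = median of neutral control wells and 100% = median of positive control wells; inhibitors cause a drop in the FAM fluorescence signal; in these data hits start at about 50%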
Target sequence (Q92698 whole entry, looked up): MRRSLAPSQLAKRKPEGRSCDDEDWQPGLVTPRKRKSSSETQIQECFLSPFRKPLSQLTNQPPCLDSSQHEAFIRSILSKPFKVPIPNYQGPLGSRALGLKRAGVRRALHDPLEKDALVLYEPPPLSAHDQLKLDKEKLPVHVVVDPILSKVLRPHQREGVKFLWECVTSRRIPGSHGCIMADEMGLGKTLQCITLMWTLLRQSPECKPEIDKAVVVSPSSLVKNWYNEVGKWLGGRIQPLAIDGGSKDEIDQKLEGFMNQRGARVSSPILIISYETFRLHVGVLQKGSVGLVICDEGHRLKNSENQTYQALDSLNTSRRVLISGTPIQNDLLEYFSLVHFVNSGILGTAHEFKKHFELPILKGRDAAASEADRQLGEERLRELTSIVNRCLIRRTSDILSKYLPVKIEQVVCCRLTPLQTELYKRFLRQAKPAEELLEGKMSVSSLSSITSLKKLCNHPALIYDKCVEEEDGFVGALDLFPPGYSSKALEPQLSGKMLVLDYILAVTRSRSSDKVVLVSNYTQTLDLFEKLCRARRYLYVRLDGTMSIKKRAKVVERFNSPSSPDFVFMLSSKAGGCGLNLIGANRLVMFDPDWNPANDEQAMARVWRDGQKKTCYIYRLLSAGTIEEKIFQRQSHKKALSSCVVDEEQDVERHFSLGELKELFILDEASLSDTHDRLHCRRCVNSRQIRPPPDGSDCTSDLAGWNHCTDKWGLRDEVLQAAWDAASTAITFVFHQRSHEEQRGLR
esBAF inh = blocks esBAF chromatin remodeling in mouse ES cells; hit rate 2% among 350,000; Bmi1-luciferase knock-in reporter, 24 h; 100% = twice the neutral-well signal; AID 602393; reporter increase, % at 12.5 µM; in the data active means activation above about 40%; inconclusive means no clear call, values can overlap the other calls;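 further: 0% = median of the plate's neutral control wells and 100% = double that signal; a rise in the Bmi1 reporter signal indicates esBAF inhibition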
* hit, by the source's call; ? = inconclusive. The list is partial; the hit share may differ from the screen's.

Fields – Xi reactivation, RAD54 inh, esBAF inh
(1) C[C@H]1CCCCO[C@@H](CN(C)C(=O)Cc2ccccc2)[C@@H](C)CN([C@@H](C)CO)C(=O)c2cc(NC(=O)CCC(F)(F)F)ccc2O1
 : 0.1, -7, -1
(2) COC(=O)c1ccc(NC(=O)CSc2ccccc2)cc1
 : -0.1, 2, ?
(3) Cc1cccc(NC(=O)COC(=O)c2ccc3c(=O)n4c(nc3c2)CCC4)c1
 : -0.2, 4, -12
(4) CC(C)[C@H](NS(=O)(=O)c1ccc2c(c1)OCCO2)C(=O)OCC(=O)Nc1cc(Cl)ccc1Cl
 : 1.5, -12, 1
(5) CCOC(=O)c1ccc(CNCc2ccc(Br)cc2)cc1
 : 0.2, -3, 0
(6) Cc1cc(C)c2cc3c(N)c(C(=O)Nc4c(C)[nH]c(=O)[nH]c4=O)sc3nc2c1
 : ?, 3, -42
(7) Cc1ccc(-n2nc(C)c(C(=O)O)n2)c(C)c1
 : 0.0, 3, -1
(8) COc1ccc2c(c1)c(C(=O)N/N=C/c1ccc(OC)c(OC)c1)c(C)n2C
 : 0.0, -10, -9
(9) CCOC(=O)c1c(NC(=O)CSc2nnc3c(Cl)cc(Cl)cn23)sc2c1CCC2
 : 0.0, -14, -5
(10) Cc1ccc(N=C2NC(=O)/C(=C\c3ccco3)S2)cc1
 : -0.1, -3, ?
(11) CC1=C(C)CC(C(=O)NNC(=O)c2csc3c2CCC(C(C)(C)C)C3)C(C(=O)O)C1 (centres undefined)
 : 0.1, 0, 1
(12) CCCCNc1nc2ccccc2n1CC(=O)Nc1c(C)cccc1CC
 : 0.1, -6, -2
(13) COc1ccc(/C=N/Nc2nnc(-c3ccccc3)c(=O)[nH]2)cc1
 : 0.5, -10, -8
(14) COC(=O)c1cn(NC(=O)/C=C/c2cc(OC)ccc2OC)c(=O)c2ccccc12
 : 0.0, -6, -7
(15) CCCCNC(=O)CSc1nc2ccc(N3CCOCC3)cc2c(=O)n1CCc1ccccc1
 : 0.0, -12, 4
(16) Cc1ccc(CNC(=O)CN(c2cccc([N+](=O)[O-])c2)S(=O)(=O)c2ccccc2)cc1
 : 0.3, 1, -7
(17) CCOC(=O)CC(=O)CSc1nc2c(c(-c3cccs3)c1C#N)CCC2
 : 0.0, -1, -6
(18) CC(C)NC(=O)Cn1c(=O)cnc2ccccc21
 : 0.3, -3, 9
(19) Cc1ccccc1-n1c(SCC(=O)Nc2ccccc2)nc2nc3c(cc2c1=O)CCCC3
 : 0.1, 12, 4
(20) CCOc1ccc(N=Nc2cc(C(C)C)ccc2O)cc1
 : 0.2, -3, 17
(21) COc1ccccc1/C=C/C=N\N1CCN(Cc2ccccc2Cl)CC1
 : 0.5, 5, 5
(22) O=C1OCC/C1=C\c1ccccc1
 : 0.1, 0, -2
(23) CCOc1cc(/C=C2\C(=O)N(c3cccc(C(F)(F)F)c3)C(=O)c3ccccc32)ccc1O
 : 0.1, -1, 1
(24) COc1ccc(NC(=O)CCC(=O)c2cccs2)cc1S(=O)(=O)Nc1ccccc1Cl
 : 0.0, -8, 13
(25) CCn1c(=O)cc(OCC(=O)NCCc2cccc(C)c2)c2ccccc21
 : 0.0, -8, 7
(26) Cc1ccc(Cl)c(NC(=O)COC(=O)CNS(=O)(=O)/C=C/c2ccccc2)c1Cl
 : 0.9, 0, 3
(27) O=C(CCc1ccccc1)NC(=S)Nc1cccc(Br)c1
 : 0.1, -7, -1
(28) CC(C)CN(C(=O)CN1CCN(c2ccccc2F)CC1)c1c(N)n(CC(C)C)c(=O)[nH]c1=O
 : 0.0, 3, -4
(29) Cc1cc(C=C2C(=O)c3ccccc3C2=O)c(C)n1C
 : -0.1, -6, -8
(30) CN1c2ccccc2C2(C)CCCC3=Cc4cccc([N+](=O)[O-])c4OC312 (centres undefined)
 : 0.0, -4, -12

19 compounds already listed, ordered by molecular weight, high to low:
Fields – Xi reactivation, RAD54 inh, esBAF inh
(15) CCCCNC(=O)CSc1nc2ccc(N3CCOCC3)cc2c(=O)n1CCc1ccccc1
 : 0.0, -12, 4
(24) COc1ccc(NC(=O)CCC(=O)c2cccs2)cc1S(=O)(=O)Nc1ccccc1Cl
 : 0.0, -8, 13
(28) CC(C)CN(C(=O)CN1CCN(c2ccccc2F)CC1)c1c(N)n(CC(C)C)c(=O)[nH]c1=O
 : 0.0, 3, -4
(9) CCOC(=O)c1c(NC(=O)CSc2nnc3c(Cl)cc(Cl)cn23)sc2c1CCC2
 : 0.0, -14, -5
(26) Cc1ccc(Cl)c(NC(=O)COC(=O)CNS(=O)(=O)/C=C/c2ccccc2)c1Cl
 : 0.9, 0, 3
(23) CCOc1cc(/C=C2\C(=O)N(c3cccc(C(F)(F)F)c3)C(=O)c3ccccc32)ccc1O
 : 0.1, -1, 1
(16) Cc1ccc(CNC(=O)CN(c2cccc([N+](=O)[O-])c2)S(=O)(=O)c2ccccc2)cc1
 : 0.3, 1, -7
(11) CC1=C(C)CC(C(=O)NNC(=O)c2csc3c2CCC(C(C)(C)C)C3)C(C(=O)O)C1 (centres undefined)
 : 0.1, 0, 1
(14) COC(=O)c1cn(NC(=O)/C=C/c2cc(OC)ccc2OC)c(=O)c2ccccc12
 : 0.0, -6, -7
(17) CCOC(=O)CC(=O)CSc1nc2c(c(-c3cccs3)c1C#N)CCC2
 : 0.0, -1, -6
(21) COc1ccccc1/C=C/C=N\N1CCN(Cc2ccccc2Cl)CC1
 : 0.5, 5, 5
(25) CCn1c(=O)cc(OCC(=O)NCCc2cccc(C)c2)c2ccccc21
 : 0.0, -8, 7
(27) O=C(CCc1ccccc1)NC(=S)Nc1cccc(Br)c1
 : 0.1, -7, -1
(30) CN1c2ccccc2C2(C)CCCC3=Cc4cccc([N+](=O)[O-])c4OC312 (centres undefined)
 : 0.0, -4, -12
(13) COc1ccc(/C=N/Nc2nnc(-c3ccccc3)c(=O)[nH]2)cc1
 : 0.5, -10, -8
(10) Cc1ccc(N=C2NC(=O)/C(=C\c3ccco3)S2)cc1
 : -0.1, -3, ?
(29) Cc1cc(C=C2C(=O)c3ccccc3C2=O)c(C)n1C
 : -0.1, -6, -8
(18) CC(C)NC(=O)Cn1c(=O)cnc2ccccc21
 : 0.3, -3, 9
(22) O=C1OCC/C1=C\c1ccccc1
 : 0.1, 0, -2

Other entries.
Fields – Xi reactivation, RAD54 inh, esBAF inh
(31) O=C(c1cccc(F)c1)N1CCN(c2ccc([N+](=O)[O-])c(N3CCOCC3)c2)CC1
 : 0.0, 7, 9
(32) O=C(N/N=C/c1cccs1)c1c[nH]c2ccccc12
 : 0.0, -5, ?
(33) Cc1ccc2c(CC(=O)NC3CCCc4ccccc43)coc2c1 (centres undefined)
 : 0.0, 3, -1
(34) Cc1ccc(-n2c(C)cc(C(=O)COc3c(CO)cc(F)cc3CO)c2C)cc1C
 : 0.0, 3, 0
(35) COc1ccc(NC(=O)/C=C/c2ccccc2)cn1
 : 0.3, 6, 42*
(36) Cc1cccc(N2CCN(Cc3nc(-c4cccc(Oc5ccccc5)c4)oc3C)CC2)n1
 : 0.0, 1, -5
(37) COc1ccc(NC(C(=O)Nc2cccc(C(C)=O)c2)c2ccccc2)cc1 (centres undefined)
 : 0.0, 6, 9
(38) Cc1nc(C)c(CCNC(=O)c2cccc(Cl)c2)s1
 : 0.0, 5, 1
(39) CC(=O)NS(=O)(=O)c1ccc(NC(=O)c2ccc3c(c2)C(=O)N(CCC(C)C)C3=O)cc1
 : 0.0, -11, 5
(40) CN(C)C(=O)C[C@H]1CC[C@@H]2[C@H](COC[C@H](O)CN2C(=O)c2ccncc2)O1
 : 0.0, 12, -5
(41) CC(=O)CC(=O)Nc1ccc(Nc2ccccc2)cc1
 : 0.0, 8, -4
(42) Cc1noc(C)c1S(=O)(=O)N(C)C[C@H]1OCCCC[C@H](C)Oc2ccc(NS(=O)(=O)c3ccc(F)cc3)cc2C(=O)N([C@H](C)CO)C[C@H]1C
 : 0.0, 7, -5
(43) CC(NCc1ccccc1Cl)C(=O)Nc1ccc(S(=O)(=O)N2CCCC2)cc1 (centres undefined)
 : 0.2, 6, -3
(44) CCOc1ccc(/C=N/Nc2nc(=O)[nH]nc2C)cc1OC
 : 0.0, -5, 13
(45) C/C(=N\NC(=O)c1nc2ccccn2c1C)c1ccc2c(c1)OCO2
 : 0.0, 1, 7
(46) COc1ccc(NS(=O)(=O)c2cc(NC(=O)CCSc3ccccc3)ccc2OC)cc1
 : 0.2, -6, 19
(47) COc1ccc(/C=N/NC(=O)c2cccc(OC(F)(F)C(F)F)c2)c(OC)c1OC
 : 1.4, 7, -1
(48) CCOC(=O)Cn1c(=NC(=O)c2sc3ccccc3c2Cl)sc2cc(S(N)(=O)=O)ccc21
 : 0.2, 1, -2
(49) Cc1nc(CC(=O)NNS(=O)(=O)c2ccc3ccccc3c2)cs1
 : 0.2, 2, 4
(50) COc1ccc2c(c1)O/C(=C\c1sccc1C)C2=O
 : 0.0, ?, 42*
(51) CC1=CC(C)(C)n2c(O)c(N=NC(N)=S)c3cc(C)cc1c32
 : 0.1, 9, -1
(52) CC(C)CN1CCN(Cc2ccc(CN3CCCCC3)s2)CC1CCO (centres undefined)
 : 0.0, -6, 12
(53) NS(=O)(=O)c1ccc(NC(=O)CSc2nc3ccccc3n2-c2ccccc2)cc1
 : 0.3, 2, 2
(54) CCn1c(SCC(=O)Nc2ncc(C(F)(F)F)cc2Cl)nnc1-c1cccc(C)c1
 : 0.0, 0, -2
(55) CC(Oc1ccc(Cl)cc1Cl)C(=O)NN=C1CCN(C)CC1 (centres undefined)
 : 0.0, -6, -4
(56) CCn1c(C)c(C2=CCN(S(=O)(=O)c3ccc(C)cc3)CC2)c2ccccc21
 : 0.4, -6, -5
(57) CC(SCc1ccccc1)C(=O)N/N=C/c1cccs1 (centres undefined)
 : 0.0, 2, 3
(58) COc1cc(/C=N/O)cc(Br)c1OC
 : 0.0, 5, -9
(59) CCOC(=O)c1c(C)[nH]c(C)c1C(=O)COC(=O)/C=C/c1cccc(F)c1
 : 0.0, -1, -4
(60) COc1ccc(C(=O)NCC(=O)NCC(=O)OCC(=O)c2cccs2)cc1
 : -0.1, 1, -9
(61) Cc1ccc(C)c(N2CCN(c3ccc(N4C(=O)COCC4=O)cc3[N+](=O)[O-])CC2)c1
 : 0.3, 4, -2
(62) COc1cc(-c2nc(-c3cccnc3)no2)cc(OC)c1OC
 : 0.2, -5, -1
(63) COc1ccc(/C=C2\C(=O)OCc3cc(OC)c(OC)cc32)cc1OC
 : -0.1, 4, -3
(64) C[C@H](CO)N1C[C@H](C)[C@H](CN(C)C(=O)Nc2cccc3ccccc23)OCCCC[C@H](C)Oc2ccc(NC(=O)Nc3ccccc3)cc2C1=O
 : 0.1, -3, 3
(65) CS(=O)(=O)N(Cc1ccc(Cl)cc1)c1ccc(C(=O)NCCSc2ccccn2)cc1
 : -0.1, 13, -3
(66) O=C(NC1CCCCC1)N(C1=NCCCCC1)c1ccc(Br)cc1
 : 0.3, 5, 30
(67) CCCn1c(NC(=S)Nc2ccccc2)nc2ccccc21
 : 0.3, 14, 11

An excerpt of these results, with each value named.
#3 Cc1cccc(NC(=O)COC(=O)c2ccc3c(=O)n4c(nc3c2)CCC4)c1
  Xi reactivation: -0.2; RAD54 inh: 4; esBAF inh: -12
#4 CC(C)[C@H](NS(=O)(=O)c1ccc2c(c1)OCCO2)C(=O)OCC(=O)Nc1cc(Cl)ccc1Cl
  Xi reactivation: 1.5; RAD54 inh: -12; esBAF inh: 1
#5 CCOC(=O)c1ccc(CNCc2ccc(Br)cc2)cc1
  Xi reactivation: 0.2; RAD54 inh: -3; esBAF inh: 0
